From PubChem BioAssay
Myeloid diff MLP – promotes myeloid progenitor differentiation | ER-HoxA9 myeloid progenitors, lysozyme-GFP differentiation, flow cytometry | calls only at 10 µM | 1% of 360,000 active | AID 624256;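 active = normalized GFP-positive differentiation at or above the plate's own cutoff, the solvent-only control mean plus 3 SD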;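 also: cells exposed to compound for four days before flow analysis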
SIAH1 antagonists – Siah-1 peptide-binding antagonists, primary screen, biochemical, fluorescence polarization, rhodamine-plectin, uHTS (AID 1817); Siah-1 / rhodamine-plectin peptide fluorescence polarization; higher % means a stronger effect; one-dose displacement, % at 20 µM; IC50 in µM for titrated hits; 0.02% of 290,000 active;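 active = displacement of at least 50% at 20 µM, with a fluorescence ratio check between 0.3 and a set limit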;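 also: plate controls were Siah plus tracer with DMSO for no effect and tracer alone without Siah for full effect; strong numbers were not always called active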
NTR1 ag – NTR1-driven beta-arrestin-GFP spot formation – imaging, U2OS cells, high content, primary screen (AID 493036); 0.17% of 330,000 active; agonist mode; activation, % at 20 µM;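 active = activation at or above 40% of the spot to cytoplasm intensity ratio, with at least 20 cells analyzed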;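 also: 0% = DMSO without peptide and 100% = 100 nM NTR1 peptide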
Target sequence (P30989 whole entry, looked up): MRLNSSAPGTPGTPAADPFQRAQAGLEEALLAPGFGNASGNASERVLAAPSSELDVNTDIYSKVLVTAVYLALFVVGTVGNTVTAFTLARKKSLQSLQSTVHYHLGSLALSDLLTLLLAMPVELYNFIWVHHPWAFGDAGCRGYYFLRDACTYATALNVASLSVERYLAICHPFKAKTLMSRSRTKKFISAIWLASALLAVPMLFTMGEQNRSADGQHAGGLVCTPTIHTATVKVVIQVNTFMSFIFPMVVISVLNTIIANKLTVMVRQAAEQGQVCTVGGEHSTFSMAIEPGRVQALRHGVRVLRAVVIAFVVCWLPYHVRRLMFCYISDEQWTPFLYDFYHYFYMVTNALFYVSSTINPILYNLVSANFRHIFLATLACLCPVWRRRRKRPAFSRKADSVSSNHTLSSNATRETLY
HIV peptide binding – cell-free HIV fusion peptide-binding blockers – biochemical, uHTS, fluorescence dequenching, primary screen (AID 1986); one-dose inhibition, % at 20 µM; IC50 in µM for titrated hits; 0.3% of 290,000 active; cell-free peptide binding, fluorescence dequenching, 30 min; higher % means a stronger effect; in the data active = inhibition mostly above about 52%, no sharp cut-off; inactive = mostly below about 76%; also: some results filed as inactive read as strong as hits
GPR55 LPI antagonism – GPR55 antagonists blocking LPI-driven arrestin recruitment, primary screen, imaging, U2OS, beta-arrestin-GFP, LPI agonist (AID 2013) | U2OS GPR55 beta-arrestin-GFP translocation imaging, LPI antagonism; higher % means a stronger effect | inhibition, % at 10 µM; hits with a dose series show IC50 in µM | 0.13% of 290,000 active;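 active = spots per cell inhibited over 60%, with over 100 cells counted and total cytoplasm intensity under 500,000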;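 also: U2OS cells stably carrying GPR55 and arrestin-GFP stimulated by 5 µM LPI near EC80; imaged beta-arrestin-GFP aggregate spots per cell after agonist stimulation; plate controls were LPI-stimulated DMSO wells for no effect and DMSO wells without LPI for full effect; some results filed as inactive read as strong as hits; confirmed hits need IC50 under 10 µM and bright autofluorescent wells are also inconclusive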
GPR35 arrestin U2OS – inhibition of zaprinast-stimulated GPR35 beta-arrestin translocation – imaging, U2OS, beta-arrestin-GFP, zaprinast agonist, primary screen (AID 2058); U2OS GPR35 beta-arrestin-GFP translocation imaging, zaprinast antagonism; higher % means a stronger effect; one-dose inhibition, % at 10 µM; IC50 in µM for titrated hits; 0.052% of 290,000 active;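 active = inhibition of at least 50% with at least 30 cells and total cytoplasm GFP at most 10,000,000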
Rac1 GTP hydrolysis – MgcRacGAP GTPase-activating activity inhibitors, confirmation, biochemical, ADP Hunter fluorescence | AID 624330 | MgcRacGAP-stimulated Rac1 GTP hydrolysis, ADP Hunter fluorescence; higher % means a stronger effect; GST-tagged Rac1 F28L mutant substrate | one-dose inhibition, % at 30 µM; IC50 in µM for titrated hits | 0.6% of 340,000 active;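 active = first-screen hits whose inhibition reached a set limit at any dose in the follow-up dose series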;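 also: fluorescence reports GDP produced by GAP-driven GTP hydrolysis; strong numbers were not always called active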
Salmonella PhoP GFP – PhoP-dependent GFP reporter repression – Salmonella Typhimurium, primary screen (AID 1863); S. Typhimurium PhoP-regulated promoter GFP reporter, 4 h; higher % means a stronger effect; inhibition, % at 50 µM; hits with a dose series show IC50 in µM; 0.16% of 300,000 active;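 active = inhibition over 29.93%, a cutoff 3 SD above the screen mean, later confirmed by dose response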;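 also: 0% = low Mg2+ inducing control and 100% = high Mg2+ repressing control; strong numbers were not always called active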
LYP inhibition – inhibitors of LYP phosphatase, biochemical, fluorescence intensity, uHTS (AID 1779); inhibition, % at 11.5 µM, or IC50 in µM where a hit was titrated; 0.054% of 290,000 active; recombinant LYP phosphatase, fluorescence intensity; higher % means a stronger effect; in the data active = inhibition above about 50%;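 also: plate controls were vehicle with enzyme for no effect and no enzyme for full effect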
NTR1 ag cell count 20 µM – further read-out of NTR1 ag, marked with its call; cell count; measured here: cell count, cytotoxicity flag
Myeloid diff MLP GFP+ MAC1+ % – also measured in Myeloid diff MLP; calls as there; GFP+ MAC1+ double positive, %; measured here: differentiation confirmed by MAC1 staining
The depositor's hits bear a star.

For O=C(NCc1nc2ccccc2[nH]1)C1=C[C@H](C2CC2)C[C@H](OCc2ccc(CO)cc2)O1 the results were Myeloid diff MLP inactive, SIAH1 antagonists -1%, NTR1 ag -2.1, HIV peptide binding 0.6%, GPR55 LPI antagonism 2%, GPR35 arrestin U2OS 6%, Rac1 GTP hydrolysis 10%, Salmonella PhoP GFP 3%, LYP inhibition 0%, NTR1 ag cell count 20 µM 58 and Myeloid diff MLP GFP+ MAC1+ % 2.8.
CCOC(=O)c1nc(NCc2cccnc2)c2ccccc2n1 was read as Myeloid diff MLP inactive, SIAH1 antagonists 5%, NTR1 ag -0.1, HIV peptide binding -2.0%, GPR55 LPI antagonism 11%, GPR35 arrestin U2OS 23%, Rac1 GTP hydrolysis 6%, Salmonella PhoP GFP -9%, LYP inhibition -5%, NTR1 ag cell count 20 µM 52 and Myeloid diff MLP GFP+ MAC1+ % 2.1.
O=C(NNc1ccc([N+](=O)[O-])cc1)C1C2CCCCC21 (centres undefined) was read as Myeloid diff MLP inactive, SIAH1 antagonists 9%, NTR1 ag 2.4, HIV peptide binding -0.8%, GPR55 LPI antagonism 4%, GPR35 arrestin U2OS 3%, Rac1 GTP hydrolysis 3%, Salmonella PhoP GFP -3%, LYP inhibition 1%, NTR1 ag cell count 20 µM 72 and Myeloid diff MLP GFP+ MAC1+ % 0.3.
CCOC(=O)c1cccc(NC(=O)CSc2nnc(C)n2CC2CCCO2)c1 (centres undefined) was read as Myeloid diff MLP inactive, SIAH1 antagonists 1%, NTR1 ag 0.6, HIV peptide binding -1.2%, GPR55 LPI antagonism -4%, GPR35 arrestin U2OS -7%, Rac1 GTP hydrolysis 3%, Salmonella PhoP GFP -3%, LYP inhibition -6%, NTR1 ag cell count 20 µM 39 and Myeloid diff MLP GFP+ MAC1+ % 0.9.
`NS(=O)(=O)c1ccc(NC(=O)COC(=O)/C=C/c2ccc([N+](=O)[O-])cc2)cc1` gave Myeloid diff MLP inactive, SIAH1 antagonists 8%, NTR1 ag 0.1, HIV peptide binding -2.4%, GPR55 LPI antagonism 12%, GPR35 arrestin U2OS 10%, Rac1 GTP hydrolysis -3%, Salmonella PhoP GFP -5%, LYP inhibition -4%, NTR1 ag cell count 20 µM 98 and Myeloid diff MLP GFP+ MAC1+ % 0.9.
CC(OC(=O)c1cccnc1Cl)C(=O)Nc1ccc(S(N)(=O)=O)cc1 (centres undefined) was read as Myeloid diff MLP inactive, SIAH1 antagonists -1%, NTR1 ag 0.2, HIV peptide binding 1.4%, GPR55 LPI antagonism -15%, GPR35 arrestin U2OS -7%, Rac1 GTP hydrolysis -7%, Salmonella PhoP GFP 10%, LYP inhibition -10%, NTR1 ag cell count 20 µM 21 and Myeloid diff MLP GFP+ MAC1+ % 0.4.
`COc1ccccc1-n1cnnc1SCC(=O)c1ccc[nH]1` gave Myeloid diff MLP inactive, SIAH1 antagonists 0%, NTR1 ag 1.7, HIV peptide binding -2.0%, GPR55 LPI antagonism -5%, GPR35 arrestin U2OS -9%, Rac1 GTP hydrolysis 9%, Salmonella PhoP GFP 3%, LYP inhibition -5%, NTR1 ag cell count 20 µM 78 and Myeloid diff MLP GFP+ MAC1+ % 0.6.
`Cc1nn(-c2ccccc2)nc1C(=O)Oc1cc(C(F)(F)F)nn1-c1ccccc1` gave Myeloid diff MLP inactive, SIAH1 antagonists -2%, NTR1 ag 0.5, HIV peptide binding -2.4%, GPR55 LPI antagonism 3%, GPR35 arrestin U2OS 25%, Rac1 GTP hydrolysis -14%, Salmonella PhoP GFP 0%, LYP inhibition -4%, NTR1 ag cell count 20 µM 50 and Myeloid diff MLP GFP+ MAC1+ % 1.0.
For CC1=CC(C)(C)Nc2ccc(OS(=O)(=O)c3ccc(C)cc3)cc21 the results were Myeloid diff MLP inactive, SIAH1 antagonists -2%, NTR1 ag 3.6, HIV peptide binding -1.8%, GPR55 LPI antagonism -14%, GPR35 arrestin U2OS 23%, Rac1 GTP hydrolysis 11%, Salmonella PhoP GFP -6%, LYP inhibition -4%, NTR1 ag cell count 20 µM 77 and Myeloid diff MLP GFP+ MAC1+ % 7.9.
For Cc1cc2ccccc2nc1SCC(=O)NC1CCCC1 the results were Myeloid diff MLP inactive, SIAH1 antagonists 3%, HIV peptide binding 0.1%, GPR55 LPI antagonism 0%, GPR35 arrestin U2OS -11%, Salmonella PhoP GFP 2%, LYP inhibition -1% and Myeloid diff MLP GFP+ MAC1+ % 0.1.
COc1ccc(OCc2cc(C(=O)N(C)C3CCOC3)no2)c(Cl)c1 (centres undefined) was read as Myeloid diff MLP inactive, SIAH1 antagonists 2%, NTR1 ag -0.2, HIV peptide binding 1.1%, GPR55 LPI antagonism 2%, GPR35 arrestin U2OS 2%, Rac1 GTP hydrolysis -1%, Salmonella PhoP GFP -3%, LYP inhibition -4%, NTR1 ag cell count 20 µM 77 and Myeloid diff MLP GFP+ MAC1+ % 1.1.
`COc1cc(C)ccc1Oc1ncnc(N)c1[N+](=O)[O-]` gave Myeloid diff MLP inactive, SIAH1 antagonists 4%, NTR1 ag -0.9, HIV peptide binding -1.5%, GPR55 LPI antagonism -13%, GPR35 arrestin U2OS 3%, Rac1 GTP hydrolysis 7%, Salmonella PhoP GFP 1%, LYP inhibition -7%, NTR1 ag cell count 20 µM 95 and Myeloid diff MLP GFP+ MAC1+ % 0.7.
`Cc1cccc(NC(=O)CN2C(=O)N/C(=C/c3ccc(C)s3)C2=O)c1` gave Myeloid diff MLP active, SIAH1 antagonists 4%, NTR1 ag -2.2, HIV peptide binding 31%, GPR55 LPI antagonism 6%, GPR35 arrestin U2OS 1%, Rac1 GTP hydrolysis 3%, Salmonella PhoP GFP -42%, LYP inhibition -5%, NTR1 ag cell count 20 µM 67 and Myeloid diff MLP GFP+ MAC1+ % 1.5*.
`CCOC(=O)C1(CCCc2ccccc2)CCN(C(=O)CN2CCOC2=O)CC1` gave Myeloid diff MLP inactive, SIAH1 antagonists -2%, NTR1 ag -1.3, HIV peptide binding 0.1%, GPR55 LPI antagonism -3%, GPR35 arrestin U2OS 10%, Rac1 GTP hydrolysis 5%, Salmonella PhoP GFP 3%, LYP inhibition -1%, NTR1 ag cell count 20 µM 86 and Myeloid diff MLP GFP+ MAC1+ % 0.9.
For COc1cc(C=O)ccc1OCC(=O)N1CCOCC1 the results were Myeloid diff MLP inactive, SIAH1 antagonists 0%, NTR1 ag -1.5, HIV peptide binding 3.3%, GPR55 LPI antagonism 11%, GPR35 arrestin U2OS 8%, Rac1 GTP hydrolysis 4%, Salmonella PhoP GFP 4%, LYP inhibition -6%, NTR1 ag cell count 20 µM 69 and Myeloid diff MLP GFP+ MAC1+ % 1.8.
O=C(O)C12CC3CC(C1)CC(n1cnc(Cl)n1)(C3)C2 was read as Myeloid diff MLP inactive, SIAH1 antagonists -2%, NTR1 ag -0.5, HIV peptide binding -0.1%, GPR55 LPI antagonism 14%, GPR35 arrestin U2OS -11%, Rac1 GTP hydrolysis 11%, Salmonella PhoP GFP -5%, LYP inhibition -5%, NTR1 ag cell count 20 µM 53 and Myeloid diff MLP GFP+ MAC1+ % 0.7.
Screening CCOC(=O)CC1COCCN1C(=O)c1ccc2oc(Cc3ccccc3)nc2c1 (centres undefined) returned Myeloid diff MLP inactive, SIAH1 antagonists -2%, NTR1 ag 1.1, HIV peptide binding 1.6%, GPR55 LPI antagonism 12%, GPR35 arrestin U2OS -10%, Rac1 GTP hydrolysis 6%, Salmonella PhoP GFP -6%, LYP inhibition -7%, NTR1 ag cell count 20 µM 56 and Myeloid diff MLP GFP+ MAC1+ % 0.8.
Screening O=S(=O)(NC1CC1)c1cccc(S(=O)(=O)N2CCCC2)c1 returned Myeloid diff MLP inactive, SIAH1 antagonists -2%, NTR1 ag -1.8, HIV peptide binding -0.1%, GPR55 LPI antagonism -10%, GPR35 arrestin U2OS -8%, Rac1 GTP hydrolysis -2%, Salmonella PhoP GFP -16%, LYP inhibition -9%, NTR1 ag cell count 20 µM 63 and Myeloid diff MLP GFP+ MAC1+ % 0.3.
O=S(=O)(c1ccc(F)c(F)c1F)N1CCN(C(=S)NCc2ccccc2)CC1 was read as Myeloid diff MLP inactive, SIAH1 antagonists -7%, NTR1 ag 0.3, HIV peptide binding 0.6%, GPR55 LPI antagonism -6%, GPR35 arrestin U2OS 2%, Rac1 GTP hydrolysis 9%, Salmonella PhoP GFP 1%, LYP inhibition 3%, NTR1 ag cell count 20 µM 63 and Myeloid diff MLP GFP+ MAC1+ % 0.7.
Screening Cc1cc(N)c2cc(NC(=O)/C=C/c3ccccc3Cl)ccc2n1 returned Myeloid diff MLP inactive, SIAH1 antagonists 6%, NTR1 ag 1.9, HIV peptide binding -0.4%, GPR55 LPI antagonism 41%, GPR35 arrestin U2OS 36%, Rac1 GTP hydrolysis 24µM*, Salmonella PhoP GFP -14%, LYP inhibition -31%, NTR1 ag cell count 20 µM 14 and Myeloid diff MLP GFP+ MAC1+ % 0.2.
For CCn1c2ccccc2c2cc(N=C3SC(CC(=O)Nc4ccccc4OC)C(=O)N3C)ccc21 (centres undefined) the results were Myeloid diff MLP active, SIAH1 antagonists 0%, NTR1 ag 0.6, HIV peptide binding -0.2%, GPR55 LPI antagonism 8%, GPR35 arrestin U2OS 5%, Rac1 GTP hydrolysis 8%, Salmonella PhoP GFP -9%, LYP inhibition -1%, NTR1 ag cell count 20 µM 70 and Myeloid diff MLP GFP+ MAC1+ % 5.4*.
CCC(Sc1ccc(Cl)cc1)C(=O)Nc1nnc(-c2cccc([N+](=O)[O-])c2)s1 (centres undefined) was read as Myeloid diff MLP inactive, SIAH1 antagonists 15%, NTR1 ag 8.2, HIV peptide binding 2.0%, GPR55 LPI antagonism 13%, GPR35 arrestin U2OS 11%, Rac1 GTP hydrolysis 12%, Salmonella PhoP GFP -1%, LYP inhibition -2%, NTR1 ag cell count 20 µM 66 and Myeloid diff MLP GFP+ MAC1+ % 2.3.
Screening CC1CSc2nc3sc4c(c3c(=O)n21)CCCC4 (centres undefined) returned Myeloid diff MLP inactive, SIAH1 antagonists -1%, NTR1 ag 2.7, HIV peptide binding 5.1%, GPR55 LPI antagonism 16%, GPR35 arrestin U2OS -2%, Rac1 GTP hydrolysis 12%, Salmonella PhoP GFP -1%, LYP inhibition -2%, NTR1 ag cell count 20 µM 56 and Myeloid diff MLP GFP+ MAC1+ % 0.5.
For CCNC(=S)NNC(=O)c1ccc(OC(F)F)cc1 the results were Myeloid diff MLP inactive, SIAH1 antagonists -2%, NTR1 ag 0.0, HIV peptide binding -0.9%, GPR55 LPI antagonism -14%, GPR35 arrestin U2OS 16%, Rac1 GTP hydrolysis 12%, Salmonella PhoP GFP 29%, LYP inhibition -5%, NTR1 ag cell count 20 µM 84 and Myeloid diff MLP GFP+ MAC1+ % 1.2.

Rows are unselected, and some 2.4% of all compounds hit somewhere here.
